# LRH-1 inv ag = inverse agonists of human LRH-1 (NR5A2). HEK293T StAR-luciferase reporter, LRH-1 transfected, 24 h. 0.13% of 360,000 active. inhibition, % at 3.6 µM. O00482;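 active = inhibition above the mean inhibition of all tested compounds plus 3 SD, cut at about 73% in these data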;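 also: 0% = DMSO wells and 100% = reporter-only cells lacking LRH-1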
# Target sequence (O00482 whole entry, looked up): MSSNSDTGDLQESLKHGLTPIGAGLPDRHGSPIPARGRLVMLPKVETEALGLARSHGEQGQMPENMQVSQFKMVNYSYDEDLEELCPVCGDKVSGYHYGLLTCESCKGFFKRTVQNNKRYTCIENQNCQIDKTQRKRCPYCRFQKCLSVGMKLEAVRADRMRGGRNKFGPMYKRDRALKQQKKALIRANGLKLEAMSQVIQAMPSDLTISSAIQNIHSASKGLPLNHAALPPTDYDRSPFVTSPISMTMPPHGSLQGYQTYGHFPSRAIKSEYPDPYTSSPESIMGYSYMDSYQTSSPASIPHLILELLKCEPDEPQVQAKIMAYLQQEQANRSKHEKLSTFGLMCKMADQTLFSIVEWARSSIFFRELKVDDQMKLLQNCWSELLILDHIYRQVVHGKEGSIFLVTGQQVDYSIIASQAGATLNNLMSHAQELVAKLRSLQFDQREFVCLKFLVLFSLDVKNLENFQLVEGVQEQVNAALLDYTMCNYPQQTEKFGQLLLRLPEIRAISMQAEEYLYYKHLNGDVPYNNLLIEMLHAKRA
# CF NFkB inh = blocks PAF-induced NF-kB reporter in cystic fibrosis cells | KKLEB NF-kB-GFP reporter, GFP fluorescence overnight | 0.86% of 360,000 active | inhibition, % at 5 µM;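 active = at least 50% inhibition at 5 µM, scaled per plate between neutral and stimulator controls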;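 also: PAF is a Pseudomonas aeruginosa culture filtrate used as stimulus; plate controls were PAF-stimulated DMSO wells for no effect and unstimulated DMSO wells for full effect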
# C8 TRAIL sens = caspase-8 TRAIL sensitization; NB7+C8 cells + TRAIL, ATPlite viability luminescence; inhibition (viability loss, TRAIL sensitization), % at 10 µM; 1% of 360,000 active; AID 624354;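 active = compounds causing at least 50% loss of cell viability in the single-dose screen, relative to plate controls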
# Shn3 inh set2 = inhibitors of Schnurri-3 3'UTR reporter in osteoblasts. Clone20 osteoblast Shn3 3'UTR firefly luciferase, 24 h. inhibition, % at 12.5 µM. 0.52% of 360,000 active;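 active = mean inhibition of at least 75% with every replicate also reaching 75%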;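 also: 0% = median of neutral control wells and 100% = pilot-screen positive control compound; some compounds past the cut are filed as inactive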
# TROY signal inh = inhibitors of TROY-dependent NF-kB signaling. Q293 LMP1-TROYcd NF-kB luciferase reporter, 4 h. inhibition, % at 10 µM. 0.98% of 360,000 active. AID 1347056;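 active = compounds whose plate-normalised and pattern-corrected inhibition of the luciferase reporter signal at the single screening dose is 50% or more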
# TWEAK-Fn14 inh = blocks TWEAK-Fn14 interaction in a reporter cell assay; TWEAK-stimulated Fn14 reporter cells, luciferase luminescence, 8 h; inhibition, % at 10 µM; 2% of 360,000 active; in the data active = inhibition above about 50%
# SRC1 inh = inhibits human SRC1 coactivator | Q15788 | AID 588354 | inhibition, % at 3.6 µM | 0.12% of 360,000 active | HEK293 GAL4-SRC1 luciferase reporter, luminescence;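 active = inhibition above the campaign mean plus 3 SD, with each screening campaign given its own cutoff, cut at about 60% in these data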;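 also: 0% = DMSO treated cells and 100% = gossypol at 36 µM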
# LMP1 NFkB inh = Epstein-Barr LMP1 NF-kappaB reporter inhibition | inhibition, % at 12.5 µM | LMP1-induced NF-kappaB luciferase reporter cells, luminescence | 0.69% of 350,000 active; in the data active = inhibition above about 41%;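 also: 0% = neutral control wells and 100% = reference inhibitor control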
# KKLEB cytotox = CF airway cell cytotoxicity counter-screen; KKLEB CF airway cells viability, ATPlite luminescence, overnight; stronger effect = lower value; cells stimulated with P. aeruginosa culture filtrate; activity change (cytotoxicity), % at 5 µM; 0.36% of 360,000 active; AID 602141;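 active = corrected activity change at or below -50% at 5 µM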
# SRC3 inh = inhibits human SRC3 coactivator; AID 588352; Q9Y6Q9; HEK293 GAL4-SRC3 luciferase reporter, luminescence; inhibition, % at 3.6 µM; 0.17% of 360,000 active;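 active = inhibition above a per-campaign cutoff, the mean of all compounds plus 3 SD, cut at about 60% in these data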;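 also: 0% = DMSO-treated cells and 100% = gossypol-treated cells at 36 µM; higher means less SRC3-driven luciferase light from the GAL4 reporter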
# NR2F2 inh = NR2F2 (human) inhibition, primary screen. P24468. HEK293T NGFI-A luciferase reporter, luminescence. inhibition, % at 8.6 µM. 0.7% of 370,000 active. AID 686940;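 active = inhibition above a per-plate cutoff, mean inhibition of test wells between control levels plus 3 SD, cut at about 38% in these data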;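 also: cells cotransfected with COUP-TFII expression vector driving the NGFI-A reporter; 0% = median of COUP-TF2 test wells and 100% = reporter-only cells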
# Target sequence (P24468 whole entry, looked up): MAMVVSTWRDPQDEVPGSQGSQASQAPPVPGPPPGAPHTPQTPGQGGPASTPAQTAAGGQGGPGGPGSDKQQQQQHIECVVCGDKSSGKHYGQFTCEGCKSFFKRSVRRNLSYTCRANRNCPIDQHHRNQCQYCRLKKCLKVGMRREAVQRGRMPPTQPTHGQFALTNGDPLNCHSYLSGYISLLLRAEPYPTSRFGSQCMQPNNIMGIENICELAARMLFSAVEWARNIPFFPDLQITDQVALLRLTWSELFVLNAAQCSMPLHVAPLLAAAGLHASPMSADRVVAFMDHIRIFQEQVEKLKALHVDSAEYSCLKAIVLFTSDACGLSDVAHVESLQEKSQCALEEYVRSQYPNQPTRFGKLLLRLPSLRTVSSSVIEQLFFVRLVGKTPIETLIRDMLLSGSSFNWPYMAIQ
# Active calls of the source: *; nt = no result given; & = joins results of further samples. This is a subset, so the mix of outcomes need not match the whole.
SMILES,LRH-1 inv ag,CF NFkB inh,C8 TRAIL sens,Shn3 inh set2,TROY signal inh,TWEAK-Fn14 inh,SRC1 inh,LMP1 NFkB inh,KKLEB cytotox,SRC3 inh,NR2F2 inh
COc1ccc(C#Cc2ccc3c(c2)O[C@@H](CN(C)C(=O)Nc2cccc(OC)c2)[C@H](C)CN([C@@H](C)CO)S3(=O)=O)cc1,28,12,-5,49,13,14,-9,1,-8,-11,-9
Cc1ccc(/C=C/c2nc3ccccc3s2)s1,-21,-1,67*,13,76*,86*,-105,43*,-28,-33,11
COc1ccc(-c2cnnn2-c2ccc(NC(=O)/C=C/c3ccc(OC)c(OC)c3)cc2)cc1,0,-10,-11,6,-1,36,-25,8,3,17,15
CC(NC(=O)COC(=O)CN1C(=O)c2ccccc2C1=O)c1ccccc1 (stereo unspecified),-25,10,-16,2,-7,-2,-6,-8,-20,8,-11
COc1ccc(N(C(=O)c2ccco2)S(=O)(=O)c2ccccc2)cc1,4,6,-1,-16,24,11,-31,4,-10,-13,-1
O=C(O)Cn1cc(/C=C2\SC(=O)N(c3ccccc3)C2=O)c2ccccc21,-10,-13,0,-5,1,0,-6,-13,13,-20,-4
CCOC(=O)N1CCN(c2nc(-c3cccs3)nc3ccccc23)CC1,29,16,-11,-4,14,25,12,-10,-12,-8,12
COc1ccc(C(=O)N=c2sccn2C)cc1,-62,-3,9,-39,-23,1,-49,-1,12,-40,-15
Cc1cccc(C)c1NC(=O)CSCc1cccc(CSCC(=O)Nc2c(C)cccc2C)n1,-4,-14,3,19,-28,11,2,-2,9,23,7
CCS(=O)(=O)Nc1cc(-c2nc3cccnc3s2)ccc1C,-100,-9,19,-108,-29,21,-59,-22,-4,-67,-31
COc1cccc(NC(=O)Nc2cccnc2)c1,-13,-5,2,-7,-19,7,-12,-8,-2,-1,-6
CCCCN(CC)C(=O)CSc1nc2n[nH]c(C)c2c(=N)n1-c1cccc(C)c1,6,-6,-2,14,8,2,11,-2,-4,12,4
[O-][N+]1=C2CCC/C(=N\O)C2=NC12CCCCC2,5,-8,-9,-7,-10,11,-2,4,7,1,9
CCc1c(C)c2cc(Cl)c(O)c(CN3CCCCC3)c2oc1=O,-12,0,7,12,-5,8,-5,-26,1,-2,-4
COc1ccccc1-n1cc(CN2CCN(CC(C)C)C(CCO)C2)cn1 (stereo unspecified),-18,3,3,9,-4,9,-7,-14,-2,-14,8
COc1ccc(OC(=O)NCCc2ccccc2)cc1,-46,-8,-12,nt,-35,-37,-76,-17,4,-49,-52
C[C@H](CO)N1C[C@H](C)[C@@H](CN(C)C(=O)Nc2ccccc2F)OCc2cnnn2CCCC1=O,-2,7,-25,-9,-4,-19,1,1,-13,-12,2
CNCCCOc1ccc(C)cc1Br,-1,-4,0,-26,3,4,-9,0,-7,-1,-26
CC(C)CC(c1nnnn1Cc1ccc(F)cc1)N1CCC(C(N)=O)CC1 (stereo unspecified),-6,6,-8,7,-5,16,-11,2,-3,6,-11
CC(C)Oc1ccc(C2c3c(oc4ccccc4c3=O)C(=O)N2CCCN2CCOCC2)cc1 (stereo unspecified),-10,-31,1,5,-19,19,-3,2,-16,-20,-30

# 3 entries from above, with bars between the fields.
smiles | LRH-1 inv ag | CF NFkB inh | C8 TRAIL sens | Shn3 inh set2 | TROY signal inh | TWEAK-Fn14 inh | SRC1 inh | LMP1 NFkB inh | KKLEB cytotox | SRC3 inh | NR2F2 inh
[O-][N+]1=C2CCC/C(=N\O)C2=NC12CCCCC2 | 5 | -8 | -9 | -7 | -10 | 11 | -2 | 4 | 7 | 1 | 9
O=C(O)Cn1cc(/C=C2\SC(=O)N(c3ccccc3)C2=O)c2ccccc21 | -10 | -13 | 0 | -5 | 1 | 0 | -6 | -13 | 13 | -20 | -4
COc1ccc(C#Cc2ccc3c(c2)O[C@@H](CN(C)C(=O)Nc2cccc(OC)c2)[C@H](C)CN([C@@H](C)CO)S3(=O)=O)cc1 | 28 | 12 | -5 | 49 | 13 | 14 | -9 | 1 | -8 | -11 | -9

# (further entries)
SMILES,LRH-1 inv ag,CF NFkB inh,C8 TRAIL sens,Shn3 inh set2,TROY signal inh,TWEAK-Fn14 inh,SRC1 inh,LMP1 NFkB inh,KKLEB cytotox,SRC3 inh,NR2F2 inh
CCC(C(=O)Nc1cccc(C(=O)O)c1C)c1ccccc1 (stereo unspecified),2,6,-3,2,-35,1,14,0,4,4,13
Cc1ccc(C(=O)N/C(=C/c2cccc([N+](=O)[O-])c2)C(=O)NCC2CCCO2)cc1 (stereo unspecified),4,-5,3,2,6,-1,-20,4,15,5,15
CCN(CC)CCNC(=O)c1ccc(NC(=O)C2CC(=O)N(CCc3ccc(OC)c(OC)c3)C2)cc1 (stereo unspecified),-7,-4,1,-15,-1,-3,-15,2,-9,4,7
Cc1ccccc1NC(=O)Nc1nnc(Cc2ccc([N+](=O)[O-])cc2)s1,-5,4,0,16,-4,-26,2,-12,-30,12,7
O=C(Cc1cccc(NC(=O)C2CCCN(C(=O)C3CC3)C2)c1)Nc1cccc(C(=O)N2CCCCC2)c1 (stereo unspecified),13,-2,-15,-15,2,0,-9,-1,3,6,21
CCN1CCN(CC(O)COc2ccc(C)c(C)c2)CC1 (stereo unspecified),23&-5,44&0,0&1,-1&-1,-1&2,-2&-2,-2&-18,-12&12,-16&3,-4&-11,8&-1
CCC(CC(C)(C)O)C(=O)NNC(=S)Nc1ccccc1 (stereo unspecified),-21,-7,-6,-19,-37,-18,-16,-3,6,-4,-13
CC1(C)C([N+](=O)[O-])C(c2ccccc2O)NC(c2ccccc2O)C1[N+](=O)[O-] (stereo unspecified),0,-1,0,1,27,4,6,-3,3,-10,14
CC(C)C(=O)N(Cc1ccc2c(c1)OCO2)Cc1ccccn1,5,7,-7,9,-12,0,-3,-2,-2,8,3
O=C(NNC(=S)Nc1ccccc1)c1ccccc1[N+](=O)[O-],-91,7,39,-48,-36,-7,-55,0,-1,-68,-37
Cc1c(C(=O)OCC(=O)NCc2ccco2)cccc1[N+](=O)[O-],-4,29,-6,1,3,10,1,3,-9,-16,10
Cc1ccc(C(=O)CCC(=O)OCC(=O)NNC(=O)c2ccccc2Cl)cc1,-2,24,-28,-5,-4,-9,-8,-3,-10,-8,17
CCCn1c(N)c(N(CCOC)C(=O)c2ccc(Cl)c([N+](=O)[O-])c2)c(=O)[nH]c1=O,-8,4,-2,-2,-21,29,-5,-1,2,8,-1
CCC(C)(C)NC(=O)C(c1ccc(C)cc1)N(CC1CCCO1)C(=O)c1csnn1 (stereo unspecified),6,15,-2,-14,0,17,-7,-1,-26,11,0
Cc1nc(C)c(Oc2cccc(C(F)(F)F)c2)c(=O)[nH]1,2,3,-16,9,-6,9,4,2,2,18,-18
CC1=C(C(N)=O)S(=O)(=O)c2ccccc21,-2,-9,-17,18,14,18,-12,1,5,3,16
COc1ccc(-c2nonc2NC(=O)c2oc3ccc(F)cc3c2C)cc1OC,-20,-40,8,19,1,-29,-28,3,5,4,-14
O=C(Nc1ccc(S(=O)(=O)NCC2CCCO2)cc1)c1cnccn1 (stereo unspecified),-10,10,3,13,5,5,-26,-1,-6,11,-2
Cc1ccccc1C(=O)Nc1ccccc1NC(=O)c1ccccc1Br,-6,-5,-18,80,-9,13,-3,-6,4,0,21
COc1ccc(NC(=O)C(C)Sc2ccccc2)cc1 (stereo unspecified),-35,0,3,-22,-16,-17,-86,-23,18,-6,-10
CCOC(=O)[C@@H]1[C@H]2COc3cc(OC)ccc3[C@@H]2N2C(=O)N(c3ccc(Cl)cc3)C(=O)[C@@]12C,-7,11,0,-8,-58,-12,-21,-2,-9,1,-7
CCc1n(CC(O)COC2CCCCC2)c2ccccc2[n+]1C (stereo unspecified),6,6,9,14,9,1,-10,3,4,5,3
CC(Sc1nnc(-c2ccco2)n1C)C(=O)N(C)C1CCCCC1 (stereo unspecified),-5,20,-7,-1,-9,0,-16,-4,1,1,22
CCOc1ccc2c(c1)cc(CN(C(=O)CC)C1CCCCC1)c1nnnn12,1,7,4,-2,13,-1,-11,10,3,-9,25
COc1ccc(-c2cnnc(N/N=C/c3ccc(O)c(OC)c3)n2)cc1,-23,-8,59*,-40,-17,-12,-66,4,-24,-34,-33
CC(=O)c1cccc(-n2nnnc2SCC(=O)NNC(=O)C(C)C)c1,3,-8,-1,-3,11,-4,-3,-10,8,-2,4
O=C(NC(=S)Nc1ccccc1O)c1cncc(Br)c1,-3,8,19,-35,-16,3,3,-2,4,-19,-7
Cc1ccc(-n2ncc3c2ncn2c(C)nnc32)cc1C,-114,-4,32,-62,-37,0,-77,-26,-10,-68,-45
CCCC[n+]1ccn(C2=C([O-])c3ccccc3C(=O)/C2=N\S(=O)(=O)c2ccccc2)c1,23,13,51*,15,-6,20,-8,3,1,-5,-3
Cc1ccc(-n2ncc3c(=O)n(-c4cccc(C)c4)c(=O)[nH]c32)cc1,-14,-24,-14,-20,-50,-2,1,-4,13,-11,-12
O=C(CNC(=O)c1cccs1)Nc1cccc(S(=O)(=O)N2CCOCC2)c1,-6,3,-5,-14,15,5,-8,-2,-1,1,11
O=C(O)/C=C/c1ccc(S(=O)(=O)Nc2ccc(OCc3ccccc3)cc2)cc1,-5,6,5,-10,34,14,-9,-4,0,1,12
CCOC(=O)C1=C(N2CCCCC2)c2cc3c(n2C1=O)CCCC3,22,-2,-10,2,10,-8,-4,-4,2,23,8
NC(=O)C1CCN(C(=O)c2cc(Cl)c3c(c2)OCCO3)CC1,17,-14,12,33,3,-5,-10,8,-4,-9,12
COc1ccc(N2CCN(C(=O)c3cccc(NC(=O)c4ccco4)c3)CC2)cc1,-15,-6,8,0,-2,35,-11,3,10,21,20
O=C(Cc1ccc(S(=O)(=O)N2CCOCC2)s1)N1CCN(c2cccc(C(F)(F)F)c2)CC1,-9,-11,23,80,19,21,7,10,-6,10,nt
O=C(N/C(=C\c1ccco1)C(=O)N1CCOCC1)c1ccco1,3,-8,1,67,5,7,-15,0,5,0,-10
CCCCn1c(CCC(=O)O)nc2cc(S(=O)(=O)N(C)C)ccc21,6,6,-20,-25,1,11,-26,0,10,12,-6
O=C(Nc1ccccc1)N1CCn2c1nc1ccccc12,11,-7,2,10,-10,-8,-7,-24,-3,-5,-15
Cc1cc2cc(CNC(=O)Nc3ccccc3)ccc2[nH]1,0,5,-1,-5,13,-12,1,-11,6,16,-14
Cc1ccsc1C(=O)NC1CCCN(Cc2ccc(Cl)cc2)C1 (stereo unspecified),-22,22,5,6,-2,-19,8,-2,-3,1,8
CC(C)(C)C1=C[C@@H](CO)C[C@@H](CO)C1,-1,-7,-8,9,35,13,5,6,4,14,9
Cc1cc(S(=O)(=O)NC2CCCC2)ccc1F,9,5,-2,9,-16,0,-6,3,-4,12,2
COC(=O)c1[nH]c(C)c(/C(O)=C2\C(=O)C(=O)N(CCN(C)C)C2c2ccco2)c1C (stereo unspecified),-14,-7,-4,15,-10,3,-13,-4,-1,-6,nt
O=C(C(Cc1ccccc1)n1cccc1)N1CCCCC1 (stereo unspecified),19,-20,2,-9,3,-3,0,-15,3,14,7
CC1=Nc2ccc(C)cc2/C1=C/c1c(N)n2c(S(=O)(=O)C(C)C)nsc2nc1=O,-8,5,2,-4,14,12,9,1,3,17,12
COc1ccc2c(c1)-c1c(ssc1=S)C(C)(C)N2,46,81*,-18,18,50*,92*,58,45*,-34,66*,24
